# Sm TGR block: inhibitors of Schistosoma mansoni thioredoxin glutathione reductase; AID 485364; Q962Y6; Potency, µM (highest dose often 114 µM), for the others: at the highest dose activity change, negative = inhibition, most hits filed as inhibitors; 360,000 tested, 3% active; purified TGR, DTNB reduction, TNB absorbance 405 nm; also: potency is read from the fitted curve at half-maximal effect; nearly all actives have a fitted effect of over 60% in size
#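 First, TGR (20 nM dispensed) and NADPH were mixed with compound. Second, a 15 min room-temperature incubation followed. Third, further NADPH and then DTNB were added to start the reaction. Finally, TNB absorbance was monitored kinetically.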
# AMA1-RON2 inh: AMA1-RON2 (P. falciparum) interaction inhibition; AlphaScreen AMA1-biotinylated RON2 peptide binding; Potency, µM (doses to about 58.2 µM), inactives show at the highest dose activity change, negative = inhibition, usual class: inhibitors; 360,000 tested, 0.2% active; AID 720542;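 also: potency is read from the fitted curve at half-maximal effect; 0% = vehicle wells and -100% = peptide control; nearly all actives have a fitted effect of over 45% in size; some results filed as inactive show a strong effect at the top dose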
#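 AMA1 (3D7) with his tag at 25 nM final met compounds first, then biotinylated RON2 peptide at 25 nM; detection used donor plus acceptor beads, 10 µg/mL apiece, read by AlphaScreen after 30 min at room temperature.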
# AmpC detergent: inhibitors of E. coli AmpC beta-lactamase with detergent; 370,000 tested, 0.041% active; AmpC hydrolysis of nitrocefin, absorbance 480 nm, 0.01% Triton; AID 485294; Potency, µM (doses to about 114 µM), without a hit: at the highest dose activity change, negative = inhibition, hits mostly inhibitors; P00811;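 also: potency is read from the fitted curve at half-maximal effect; 0% = no-compound wells and -100% = no-enzyme wells; nearly all actives have a fitted effect of over 25% in size; some results filed as inactive show a strong effect at the top dose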
# Target sequence (P00811 whole entry, looked up): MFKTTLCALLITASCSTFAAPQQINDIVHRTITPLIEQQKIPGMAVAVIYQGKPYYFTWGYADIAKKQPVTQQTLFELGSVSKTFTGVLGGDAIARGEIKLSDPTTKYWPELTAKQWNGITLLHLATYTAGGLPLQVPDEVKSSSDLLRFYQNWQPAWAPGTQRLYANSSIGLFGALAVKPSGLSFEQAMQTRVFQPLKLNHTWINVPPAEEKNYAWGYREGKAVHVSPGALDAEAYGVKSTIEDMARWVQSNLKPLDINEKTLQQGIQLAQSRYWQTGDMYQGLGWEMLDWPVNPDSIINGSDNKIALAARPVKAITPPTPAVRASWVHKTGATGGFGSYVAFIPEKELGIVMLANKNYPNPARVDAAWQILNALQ
#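 20 mM phosphate pH 7.0 + 0.01% (detergent screen) or 0.0001% Triton X-100; 5.3 nM AmpC reagent; cpd preinc 15 min RT; nitrocefin (800 uM stock) to start; A480 q20 s × 4 min; Activity was normalised to no-enzyme and no-compound control wells.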
# AmpC inh no detg: blocks E. coli AmpC beta-lactamase in detergent-free assay. 330,000 tested, 0.52% active. AmpC nitrocefin hydrolysis, absorbance 480 nm, 0.0001% Triton. Potency, µM (top dose mostly 57.1 µM), for inactives: at the highest dose activity change, negative = inhibition, most hits filed as inhibitors. P00811. AID 485341;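 also: potency is read from the fitted curve at half-maximal effect; plate controls were no compound for no effect and no enzyme for full effect; nearly all actives have a fitted effect of over 20% in size; some results filed as inactive show a strong effect at the top dose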
#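 20 mM phosphate pH 7.0 + 0.01% (detergent screen) or 0.0001% Triton X-100; 5.3 nM AmpC reagent; cpd preinc 15 min RT; nitrocefin (800 uM stock) to start; A480 q20 s × 4 min; Activity was normalised to no-enzyme and no-compound control wells.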
# HCMV antiviral: inhibitors of human cytomegalovirus | activity change, negative = inhibition, % at 57.5 µM | HFF cells, HCMV-luciferase reporter, 72 h; active compounds read low | 410,000 tested, 4.5% active; in the data active = activity change below about -60%; inconclusive = no clear call, values can overlap the other calls; inactive = above about -39%
#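 Cell-based, HFFs, 1000 cells/well, 16 h 37C; cpds in DMSO + HCMV-luc, MOI 1 PFU/cell; 72 h 37C; OneGlo luminescence after 5 min RT; norm. to buffer vs Salinomycin 10uM.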
# FBPA Giardia inh: Giardia lamblia aldolase inhibition. A8B2U2. purified Giardia FBPA. Potency, µM (top dose mostly 59.6 µM), for inactives: at the top dose activity, negative = inhibition, most hits filed as inhibitors. 290,000 tested, 0.71% active; also: potency is read from the fitted curve at half-maximal effect; nearly all actives have a fitted effect of over 55% in size
# Target sequence (A8B2U2 whole entry, looked up): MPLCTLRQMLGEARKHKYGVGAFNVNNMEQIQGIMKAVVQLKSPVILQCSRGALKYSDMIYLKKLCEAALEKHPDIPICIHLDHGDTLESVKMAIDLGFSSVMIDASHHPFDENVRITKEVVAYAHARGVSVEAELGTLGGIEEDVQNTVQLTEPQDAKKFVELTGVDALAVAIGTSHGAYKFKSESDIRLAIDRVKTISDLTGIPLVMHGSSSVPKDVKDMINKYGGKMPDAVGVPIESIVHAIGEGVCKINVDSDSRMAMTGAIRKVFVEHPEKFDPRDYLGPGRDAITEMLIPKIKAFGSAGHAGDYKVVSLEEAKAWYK
#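 40 nM FBPA preincubated 10 min at RT with compound (up to 57.5 uM final), then substrate plus GAPDH/TPI/NAD/arsenate coupling and diaphorase/resazurin added. Fluorescence read after 20 min at RT, 525/598 nm.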
# Starred values were filed as active, the others as inactive; ? = inconclusive; . = no result given; [ ] = remark or other dose. Unless noted, calls follow the shape of the dose curve; as a rule, active = well fitted curve in the direction sought with a large enough effect; inconclusive = small, poorly fitted or top-dose-only effect, or another doubt; inactive = no such curve, though single readings can be large; an effect the other way counts as inactive or inconclusive. Unless noted, % is scaled to controls: 0 for no effect and ±100 for the full control effect.
SMILES,Sm TGR block,AMA1-RON2 inh,AmpC detergent,AmpC inh no detg,HCMV antiviral,FBPA Giardia inh
Cc1cccc(C)c1NC(=O)CN(C)C(C)C(=O)Nc1ccccc1-c1ccccc1 (stereo unspecified),-12%,47%[activator],4%,142%[activator],-7,1%
Cn1cccc1Cc1nnc(SCC(=O)Nc2ccccc2F)n1CCc1ccccc1,-26%,-1%,?,25%,-10,1%
COC(=O)CN(c1c(C)cccc1C)S(C)(=O)=O,-8%,-6%,-13%,-6%,40,0%
COc1ccccc1OCCn1c(=O)n(C)c2ccccc21,1%,2%,-1%,-3%,0,-2%
O=Nc1c(O)n(Cc2c(Cl)cccc2Cl)c2ccccc12,8%,29%,-14%,-22%,-79*,-1%
Cc1c(NC(=O)COC(=O)Cc2ccc(F)cc2)c(=O)n(-c2ccccc2)n1C,0%,-1%,?,-3%,-17,.
CCOC(=O)C1=CN(Cc2cccc(-c3ccc4c(c3)OCO4)c2)S(=O)(=O)N(C)C1C (stereo unspecified),.,-13%,.,-8%,18,.
CC(C)(C#N)NC(=O)C1CCCN1S(=O)(=O)c1ccc2ccccc2c1 (stereo unspecified),4%,-1%,-2%,42%,71,11%
COc1ccc(C(=O)COC(=O)CCC(=O)Nc2ccc(C(C)=O)cc2)cc1,2%,0%,?,-1%,36,.
CCOc1ccc(CCNC(=O)CN2C(=O)COc3ccc(S(=O)(=O)N4CCCCCC4)cc32)cc1,7%,.,7%,.,-11,.
CN(Cc1ccccc1)c1nc2c(c(=O)[nH]c(=O)n2C)n1CCCc1ccccc1,-5%,-15%,-11%,26%,-30,4%
NS(=O)(=O)c1ccc(NC(=O)C2Cc3ccccc3CN2C(=O)c2ccco2)cc1 (stereo unspecified),45µM*,7%,-4%,-30%,-19,-6%
O=C(CCS(=O)(=O)c1ccc(F)cc1)N1CCN(c2ccccc2)CC1,-4%,8%,-12%,-5%,29,.
COc1cccc(N2C(=O)CC(=O)NC2=O)c1,0%,2%,?,-32%,14,-8%
c1ccc2c(c1)Cc1cc(CN3CCOCC3)ccc1-2,-6%,-5%,-7%,28%,43,-11%
CCOC(=O)c1[nH]c(=O)[nH]c1CNc1ccccc1C#N,9%,16%,-8%,-6%,0,-2%
CC1(c2ccccc2)CC(C)(C)N(C(=O)C2CCCO2)c2ccccc21 (stereo unspecified),-11%,-9%,0%,76%[activator],-28,-2%
CCOc1ccc(NC(=S)NC(=O)/C=C/c2ccc(C)cc2)c([N+](=O)[O-])c1,10%,3%,-2%,-17%,?,0%
CCN(CC)C(=O)CN(c1ccc2c(c1)OCO2)S(C)(=O)=O,-1%,-4%,?,-1%,-1,-2%
O=C(O)c1ccc2c(=O)n(Cc3ccccc3)c(SCc3ccc([N+](=O)[O-])cc3)nc2c1,11%,-10%,-2%,-19%,44,21%
CCOc1ccc(CCNC(=O)COC(=O)/C=C/c2ccccc2)cc1OCC,5%,-21%,-13%,19%,-87*,.
O=C(O)COc1ccccc1/C=N/NC(=O)c1cccc(S(=O)(=O)Nc2cccc(Cl)c2)c1,-15%,49%[activator],-10%,-22%[11.4 µM],-9,3%
Cc1csc(SCC(=O)O)n1,6%,-3%,?,-8%,38,14%
COc1ccccc1NC(=O)c1cc2cc3ccc(OC)c(Cl)c3nc2s1,-8%,.,3%,.,12,.
Cc1nn(-c2ccccc2)c2nc3c(cc12)C(=O)CCC3,0%,38%[activator],-1%,11%,-29,5%
COc1cccc(NC(=O)CSCn2nnc3c(=O)[nH]c(Cc4ccc(F)cc4)nc32)c1,1%,.,6%,.,0,.
O=C(Cn1cnc2ccccc2c1=O)c1ccc(Br)cc1,18%,13%,7%,-24%,32,0%
CN1/C(=C\C(=O)COC(=O)c2nccnc2N)C(C)(C)c2ccccc21,6%,-6%,-2%,-22%,-36,.
Cc1ccc(S(=O)(=O)NC(C)(C)CSc2ncccn2)cc1,7%[57.1 µM],-7%,-1%,9%,21,1%
Cc1nn(CC(=O)Nc2ccc(N(C)C)cc2)c(C)c1[N+](=O)[O-],2%,-1%,6%,-25%,-17,-3%

# Part of the list above, with two lines to a compound:
# Results follow in this order: Sm TGR block	AMA1-RON2 inh	AmpC detergent	AmpC inh no detg	HCMV antiviral	FBPA Giardia inh
Cc1nn(-c2ccccc2)c2nc3c(cc12)C(=O)CCC3
→ 0%	38%[activator]	-1%	11%	-29	5%
Cc1csc(SCC(=O)O)n1
→ 6%	-3%	?	-8%	38	14%

# Next part.
SMILES,Sm TGR block,AMA1-RON2 inh,AmpC detergent,AmpC inh no detg,HCMV antiviral,FBPA Giardia inh
FC(F)(F)c1cccc(NCc2cn3cccnc3n2)c1,-1%,-18%,7%,7%,.,-7%
COc1ccccc1NS(=O)(=O)c1ccc(Cl)c(NC(=O)CN2C(=O)c3ccccc3C2=O)c1,0%,-13%,-7%,-20%,-13,-15%
O=C(NC(=O)c1cccc(Cl)c1)OC[C@@H]1CCCN2CCCCC12 (stereo partly specified),82%[activator],2%,5%,-15%,21,0%
CCn1c(SCC(=O)NCc2ccc3c(c2)OCO3)nc2c(c1=O)SCC2,11%,-10%,-5%,25%,?,.
O=C1NC(=O)C(C(CC(=O)c2ccccc2)c2ccccc2)C(=O)N1 (stereo unspecified),?,-2%,0%,-27%,64,-27%
CC(=O)N(Cc1cccs1)Cc1cc2ccc(C)c(C)c2nc1Cl,0%,0%,-1%,2%,?,-8%
CCn1c(CNC(=O)c2ccccc2Br)nnc1SCC(=O)NC1=NCCS1,0%,-4%,-7%,-11%,-5,.
Cc1sc2nc(CN(C(=O)NCc3ccccc3)C3CCCC3)[nH]c(=O)c2c1C,0%,28%,0%,-49%,?,-16%
O=[N+]([O-])c1ccc2c(c1Nc1ccccc1Cl)=NC1(CCCCC1)N=2,-23%,-12%,7%,-7%,12,-16%
Cc1ccc(NC(=O)c2cc([N+](=O)[O-])ccc2N2CCOCC2)cc1S(=O)(=O)N1CCOCC1,1%,-9%,-2%,67%[activator],10,.
O=[N+]([O-])c1ccccc1-c1ccc(C(=S)N2CCCC2)o1,-5%,0%,-14%,-2%,92,16µM*
CCC(C)NC(=O)C(CCSC)NC(=O)c1ccccc1 (stereo unspecified),2%,6%,2%,-14%,5,3%
CCCNC(=O)Nc1cc(OCC)c(N2CCOCC2)cc1OCC,-26%,-4%,-9%,5%,32,-25%
COc1ccc(/C=N/NC(=O)c2nonc2N)cc1OC,27%,8%,4%,-22%,6,-10%
Cc1ccc(S(=O)(=O)NCCc2cn3nc(C)c(C)nc3n2)cc1C,-8%,24%,1%,0%,-30,-11%
CC(C)C(=O)N1CCN(c2cc(N3CCN(C)CC3)c(F)cc2[N+](=O)[O-])CC1,2%,8%,-3%,83%[activator],26,-1%
COc1ccc(/C=C(/NC(=O)/C=C/c2ccccc2)C(=O)N2CCOCC2)cc1,-18%,-1%,?,-11%,95,2%
O=[n+]1cc(-c2ccc(Cl)cc2)n([O-])c2c1CCC2,6%,-4%,1%,-13%,-34,0%
CCC(=O)OCCNc1cc(Sc2nc3ccccc3s2)c2nonc2c1[N+](=O)[O-],0.25µM*,-9%,?,-34%,69,?
CSc1ccc(S(=O)(=O)NCC(=O)OCC(=O)N2CCCCC2C)cc1[N+](=O)[O-] (stereo unspecified),-5%,10%,0%,20%,-25,.

# Ordered by molar mass (smallest number first): 3 of the compounds above
SMILES,Sm TGR block,AMA1-RON2 inh,AmpC detergent,AmpC inh no detg,HCMV antiviral,FBPA Giardia inh
O=[n+]1cc(-c2ccc(Cl)cc2)n([O-])c2c1CCC2,6%,-4%,1%,-13%,-34,0%
CCC(=O)OCCNc1cc(Sc2nc3ccccc3s2)c2nonc2c1[N+](=O)[O-],0.25µM*,-9%,?,-34%,69,?
CSc1ccc(S(=O)(=O)NCC(=O)OCC(=O)N2CCCCC2C)cc1[N+](=O)[O-] (stereo unspecified),-5%,10%,0%,20%,-25,.

# Later entries
SMILES,Sm TGR block,AMA1-RON2 inh,AmpC detergent,AmpC inh no detg,HCMV antiviral,FBPA Giardia inh
O=C1CC(c2ccccc2)n2ncnc2N1 (stereo unspecified),2%,-6%,1%,-16%,-14,-5%
COc1ccc(CNC(=O)CCS(=O)(=O)Cc2cccc(Cl)c2)c(OC)c1,3%,-12%,6%,-23%,-18,0%
Cc1ccc(C)c(NC(=O)C(OC(=O)c2ccc(NC(=O)CC#N)cc2)c2ccccc2)c1 (stereo unspecified),-4%,-12%,2%,-57%,-3,.
CC1CCCCN1CC(=O)NCc1ccc2c(c1)OCO2 (stereo unspecified),4%,-2%,0%,-8%,-7,3%
Cc1ccc(NC(=O)Cn2nc(C(F)(F)F)c3c2CCCC3)cc1C,5%,.,22%,.,-10,.
Cn1c(-c2ccc3c(c2)OCO3)cnc1NCc1cccc(Cl)c1,-8%,?,-9%,-34%,.,?
CCc1ccccc1NC(=S)N(CCCN1CCN(C)CC1)Cc1cccs1,-1%,4%,8%,24%,2,-1%
COc1ccc(-n2c(C)c(C(C)=O)c3cc(OC(=O)c4ccc(C)cc4)ccc32)cc1,6%,.,9%,.,-75*,.
COc1cc(/C=C2\SC(c3ccccc3)=NC2=O)cc(Cl)c1O,.,3%,5%,-20%,-12,5.6µM*
CC(C)Cc1nc(N2CCCCC2)c(C#N)c2c1CCC2,0%,34%[activator],1%,-25%,24,-17%
O=[N+]([O-])c1cccc(-c2c(-c3ccccc3)ncc3cc(F)ccc23)c1,-26%,?,10%,-43%,-13,.
CC1CN(CCc2ccccc2)CC(C)O1 (stereo unspecified),1%,-3%,-1%,-6%,-29,1%
Cc1ccc(OCC(=O)NCc2ccccc2)c([N+](=O)[O-])n1,2%,24%,?,-3%,-23,4%
Cc1ccc(C(=O)NN2CCOCC2)cc1[N+](=O)[O-],-5%,-1%,-6%,4%,-22,.
CC(=O)N1[C@@H]2CC3C4CC=C5C[C@@H](O)CC[C@]5(C)C4CC[C@]3(C)[C@@]21C(C)=O (stereo partly specified),27%,2%,3%,-1%,39,3%
Cc1noc(C)c1COc1ccc(C(=O)Nc2nnc(CC(C)C)s2)cc1,-28%,8%,5%,-2%,-62*,.
CC1(C)N=C(SCc2ccc(Cl)cc2)c2ccccc2N1,9%,.,4%,.,11,.
COc1cc(OC)c2c(c1)S(=O)(=O)C(c1ccccc1)=C2N,8%,1%,?,20%,5,4%
COc1cc(C2C(C#N)=C(C)NC3=C2C(=O)c2ccccc23)cc(OC)c1OC (stereo unspecified),-22%,-9%,0%,-12%,?,-1%
Cn1c(=O)c2c(n(C)c1=O)=NC1(CCCCC1)N=2,7%,2%,6%,-18%,30,0%
O=C(O)c1ccc(COc2cccc(CO)c2)cc1,13%,-5%,-14%,-15%,31,4%
CCOc1cc(/C=C(\C#N)C(=O)Nc2ccc(S(N)(=O)=O)cc2)ccc1OCCN1CCOCC1,?,12%,7%,24%,18,-2%
Oc1ccc(-c2nc3cnccn3c2Nc2ccc3c(c2)OCCO3)cc1,7%,-23%,-2%,-28%,91,1%
S=C(NCCN1CCOCC1)Nc1cccc2ccccc12,-5%,4%,?,-19%,39,-4%
Cc1cc(NC(=O)COC(=O)COc2ccc3c(c2)CCC3)no1,0%,-3%,-18%,-28%,14,1%

# Screening data as filed in PubChem BioAssay.
